GAA inhib – blocks human lysosomal alpha-glucosidase; P10253; purified human GAA, 4-MU-alpha-glucoside fluorescence; Potency, µM (titrated, usually from 76.9 µM), for the others: top-dose activity change, negative = inhibition, hits mostly inhibitors; 200,000 tested, 0.005% active;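 further: plate controls were uninhibited enzyme wells for no effect and no-enzyme background for full effect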
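qHTS format, compound range up to 77 uM. Human lysosomal enzyme at 4 nM, 400 uM 4-MU glucoside substrate, pH 5.0, 20 min room temperature; fluorescence after alkaline stop gives activity normalized to controls.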
GAA glycogen – alters human alpha-glucosidase cleavage of glycogen; 300,000 tested, 0.38% active; Potency, µM (series often up to 76.4 µM), inactives show top-dose activity change, negative = inhibition, actives largely listed as inhibitors; AID 2100; recombinant GAA, glycogen substrate, Amplex Red glucose oxidase fluorescence;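 further: 0% = full enzyme reaction and -100% = no-enzyme basal signal; the screen sought inhibitors and activators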
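Recombinant enzyme (4 nM final) with compounds titrated up to 77 uM and bovine liver glycogen (30 ug) in citrate pH 5.0, 0.01% Tween-20, 37 C 40 min. Released glucose detected by Amplex Red/glucose oxidase (Ex 573/Em 610); AC50 from Hill fits.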
HTT ATP protect – Huntington cell model cytoprotection by ATP luminescence; PC12 HTT-Q103 induced, cytoprotection, ATP luminescence, 40 h; Potency, µM (highest dose often 56.4 µM), without a hit: cytoprotection (ATP increase), hits mostly activators; 230,000 tested, 0.14% active; AID 1471;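 further: % of control where 0% means no effect; nearly all actives have a fitted effect of over 45% in size; toxic huntingtin expression switched on by the ecdysone agonist tebufenozide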
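Readout: ATPlite luminescence (ATP level). Model: stable PC12, inducible Htt exon1 Q103-GFP. Inducer: tebufenozide, 100 nM final. Compounds: dose series. No G418 in medium.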
aGal spleen mod – inhibitors or activators of human alpha-galactosidase in spleen homogenate; P06280; human spleen homogenate, 4MU-alpha-Gal fluorescence, 40 min; Potency, µM (top dose mostly 80 µM), for the others: at the highest dose activity change, negative = inhibition, actives largely listed as inhibitors; 240,000 tested, 0.008% active; AID 2107;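 further: 0% = enzyme with vehicle and -100% = no enzyme basal signal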
Target sequence (P06280 32-429 limits assumed): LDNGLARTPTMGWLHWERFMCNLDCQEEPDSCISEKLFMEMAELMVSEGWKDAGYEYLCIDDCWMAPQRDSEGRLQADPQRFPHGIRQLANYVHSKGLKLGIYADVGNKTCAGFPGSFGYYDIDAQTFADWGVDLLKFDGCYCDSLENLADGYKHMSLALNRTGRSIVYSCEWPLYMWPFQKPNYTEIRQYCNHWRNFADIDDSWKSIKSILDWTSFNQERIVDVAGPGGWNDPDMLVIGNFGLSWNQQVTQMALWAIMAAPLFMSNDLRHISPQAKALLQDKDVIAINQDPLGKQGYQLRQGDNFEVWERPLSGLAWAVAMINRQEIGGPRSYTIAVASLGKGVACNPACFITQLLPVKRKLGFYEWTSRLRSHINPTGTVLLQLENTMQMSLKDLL
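Inhibition or activation of alpha-galactosidase in human spleen homogenate is scored by 4-MU fluorescence after 40 min at 37C, pH 5.0, with 1 mM substrate. AC50s come from concentration-response fitted to the Hill equation.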
Tau fibril FP – tau fibrillization inhibition (FP); P10636; K18 P301L tau heparin fibrillization, Alexa594 FP, 6 h; Potency, µM (top dose mostly 57.7 µM), without a hit: top-dose activity, negative = inhibition, usual class: inhibitors; 280,000 tested, 0.39% active; AID 1468; further: on the % scale 0 is the no-effect control and ±100 the full control effect; nearly all actives have a fitted effect of over 55% in size
Target sequence (P10636 561-689 P618L limits assumed): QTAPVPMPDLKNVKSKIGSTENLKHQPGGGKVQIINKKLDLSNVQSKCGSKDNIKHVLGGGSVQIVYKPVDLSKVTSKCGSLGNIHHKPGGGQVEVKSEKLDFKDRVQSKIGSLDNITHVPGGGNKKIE
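Human K18 P301L fragment (15 uM unlabeled plus 0.24 uM Alexa 594-labeled) in 100 mM sodium acetate pH 7 with compound, aggregation induced by 20 uM heparin for 6 hr at 37 C. ThT (30 uM) added for 1 hr, then Alexa 594 FP read.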
GAA spleen mod – lysosomal alpha-glucosidase (human) modulation | human spleen homogenate, 4-MU-alpha-glucoside fluorescence | 240,000 tested, 0.006% active | Potency, µM (top dose mostly 79.9 µM), for the others: top-dose activity change, negative = inhibition, most hits filed as inhibitors | P10253;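 further: 0% = enzyme with vehicle and -100% = no enzyme basal signal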
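Human spleen homogenate (1 ug) with 4-methylumbelliferyl-alpha-D-glucopyranoside (1 mM final) in 50 mM citrate/phosphate pH 5.0, 0.01% Tween-20; 40 min at 37 C. Stopped at pH 10; 4-MU fluorescence Ex 365/Em 440 nm; AC50 by Hill fit.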
Tau fluor cs – counter-screen for tau fibril formation inhibitors; tau K18 P301L Alexa594 fluorescence, heparin fibrillization; 280,000 tested, 0.93% active; AID 1463; Potency, µM (titrated, usually from 57.7 µM), inactives show top-dose activity change, negative = decrease; further: on the % scale 0 is the no-effect control and ±100 the full control effect; nearly all actives have a fitted effect of over 55% in size
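Human K18 P301L tau (15 uM unlabeled plus 0.24 uM Alexa 594-labeled, final) in 100 mM sodium acetate pH 7 was mixed with compound and 20 uM heparin and incubated 6 hr at 37 C.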
Tau fibril ThT – blocks human tau fibril formation measured by thioflavin T; P10636; Potency, µM (highest dose often 57.4 µM), for inactives: at the top dose activity, negative = inhibition, actives largely listed as inhibitors; 270,000 tested, 2.1% active; recombinant tau K18 P301L (four-repeat tau fragment), heparin-induced fibrillization, ThT fluorescence; further: on the % scale 0 is the no-effect control and ±100 the full control effect; nearly all actives have a fitted effect of over 55% in size
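Heparin-induced fibrillization of the P301L-mutant K18 repeat-domain fragment of human tau was followed by ThT binding in quantitative high-throughput format.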
An asterisk follows results filed as active; ? = inconclusive; / = not tested or not shown; [ ] = remark or other dose. The call rests on the fitted dose curve; in most records, active means well fitted curve in the direction sought with a large enough effect; inconclusive means small, poorly fitted or top-dose-only effect, or another doubt; inactive means no such curve, though single readings can be large; an effect the other way counts as inactive or inconclusive. Potency means the concentration at half of the fitted maximal effect.

SMILES	GAA inhib	GAA glycogen	HTT ATP protect	aGal spleen mod	Tau fibril FP	GAA spleen mod	Tau fluor cs	Tau fibril ThT
CCN1CCN(c2nc3ccccc3nc2C(C#N)S(=O)(=O)c2ccc(C)cc2)CC1 (stereo not drawn)	-1%	4%	6%	-11%	0%	10%	-21%	-15%
O=C1CC(N2CCSCC2)C(=O)N1c1cccc(Cl)c1 (stereo not drawn)	-2%	-2%	-22%	1%	-2%	-1%	-11%	-15%
O=C(CSc1nc2ccc(Nc3nc(N4CCOCC4)nc(N4CCOCC4)n3)cc2s1)N1CCOCC1	2%	3%	16%[10 µM]	-5%	4%	-6%	-25%	-12%
C=CC[C@@H]1C=C[C@@H](O/N=C(/C)CCC(=O)OC[C@@H]2O[C@H](c3ccccc3)C=C[C@@H]2Oc2ccc(OC)cc2)[C@@H](CO)O1	/	/	?	6%[17.5 µM]	-1%[11.6 µM]	3%[17.4 µM]	-12%[11.6 µM]	?
O=C(/C=C/c1ccccc1Cl)NCCc1ccc(F)cc1	?	-1%	5%[10 µM]	3%	-6%	3%	-19%	-10%
COc1ccc(-n2c(C)nc3cc(C(=O)NCCN4CCOCC4)ccc32)cc1	2%	0%	6%[10 µM]	5%	-4%	1%	-11%	-5%
C[C@H](NC(=O)c1ccc(Br)cc1)C(=O)NCc1ccc(S(N)(=O)=O)cc1	2%	0%	-2%[10 µM]	6%	2%	2%	6%	6%
COc1ccc(C(=O)c2cc([N+](=O)[O-])ccc2N2CCOCC2)cc1	0%	6%	6%[0.074 µM]	2%	2%	-5%	3%	4%
C/C(N)=C(\C#N)C(=O)NCc1ccccn1	-1%	6%	-1%[0.074 µM]	-4%	-14%	-4%	-10%	-10%
S=C(NCCc1ccccc1)Nc1c(Cl)cccc1Cl	/	-2%	8%[10 µM]	-8%	6%	-20%	-15%	-14%
COc1ccc(CNC(=O)c2c(C)cc(=O)oc2C)cc1OC	8%	1%	-18%	3%	5%	5%	5%	-3%
O=[N+]([O-])c1cnccc1Nc1cccc(F)c1	1%	-1%	13%[10 µM]	-2%	-2%	-4%	-5%	-12%
Cc1c(S(=O)(=O)Nc2cccc(Cl)c2)c(=O)n(C)c(=O)n1C	-5%	-12%	-5%	0%	2%	4%	-7%	-13%
Cc1cc(C)n(CCCNC(=O)c2ccc3c(c2)NC(=O)CS3)n1	-3%	7%	-11%	5%	?	10%	-8%	0%
Cc1cc(=O)oc(C)c1C(=O)Nc1ccc(N(C)C)cc1	/	?	-4%[10 µM]	-1%	4%	-3%	0%	-2%
Cc1cc(C(=O)CN2C(=O)NC3(CCCc4ccccc43)C2=O)c(C)n1C (stereo not drawn)	-1%	11%	18%	-2%	9%	4%	2%	5%
CCOC(=O)/C(N=Nc1cc(C(=O)O)cc(C(=O)O)c1)=C(\O)CCl	-6%	11%	18%[10 µM]	-1%	1%	-3%	-11%	-15%
CN1CCN(S(=O)(=O)c2cccc(C(=O)N(c3ccccn3)C3CCCCC3)c2)CC1	-8%	-1%	3%	20%	2%	-4%	-1%	-11%
O=C(COC(=O)c1nc(Cl)ccc1Cl)Nc1ccccc1OC(F)F	-8%	10%	-32%[inhibitor]	3%	7%	2%	3%	3%
COc1ccc(CNC(=O)CSc2nc3ccc(N)cc3s2)cc1	3%	-8%	-7%[10 µM]	5%	11%	5%	-9%	-14%
O=C(Nc1nccs1)C1CCCN(S(=O)(=O)c2cccc3cccnc23)C1 (stereo not drawn)	-3%	-16%	-7%	-6%	5%	8%	-11%	-15%
Cn1c(=N)n(CC(O)c2ccco2)c2ccccc21 (stereo not drawn)	-5%	-8%	-7%[0.074 µM]	14%	-2%	1%	10%	5%
O=C(OCC(=O)c1ccc[nH]1)c1ccc2ccccc2n1	14%	2%	-17%	-7%	-1%	-5%	-5%	?
COc1ccc(NC(=O)CCCn2nc(C)c3sc4ccccc4c3c2=O)cc1	/	-1%[76.3 µM]	/	/	-4%	/	-12%	-12%
O=C(Cn1nc(Cc2cccnc2)c2ccccc2c1=O)NCCCN1CCCC1=O	-3%[15.4 µM]	9%	-5%	0%	0%	-5%	-1%	-3%

Given with two lines to a compound: 3 of the compounds above.
Results follow in this order: GAA inhib | GAA glycogen | HTT ATP protect | aGal spleen mod | Tau fibril FP | GAA spleen mod | Tau fluor cs | Tau fibril ThT
Cc1cc(C)n(CCCNC(=O)c2ccc3c(c2)NC(=O)CS3)n1
→ -3% | 7% | -11% | 5% | ? | 10% | -8% | 0%
Cc1cc(=O)oc(C)c1C(=O)Nc1ccc(N(C)C)cc1
→ / | ? | -4%[10 µM] | -1% | 4% | -3% | 0% | -2%
Cc1cc(C(=O)CN2C(=O)NC3(CCCc4ccccc43)C2=O)c(C)n1C (stereo not drawn)
→ -1% | 11% | 18% | -2% | 9% | 4% | 2% | 5%

Continued:
SMILES	GAA inhib	GAA glycogen	HTT ATP protect	aGal spleen mod	Tau fibril FP	GAA spleen mod	Tau fluor cs	Tau fibril ThT
Cc1cc([N+](=O)[O-])c(N2CCC[C@@H]2C(=O)O)c([N+](=O)[O-])c1	-1%	3%	19%[10 µM]	-12%	-4%	-10%	-11%	?
Cc1ccc(NC(=O)c2cc(-n3cnnc3)ccc2Cl)cc1	6%	-15%	24%[10 µM]	0%	-5%	-3%	-2%	-2%
CCOc1ccc(NC(=O)C2CSC(c3ccncc3)=N2)cc1 (stereo not drawn)	-28%	5%	-10%	0%	-18%	0%	-22%	?
O=C(O)CCCn1nc(C(F)(F)F)c2c1CCCCC2	-13%	-9%	7%	6%	4%	5%	-8%	-4%
O=C1c2ccccc2C(O)(Cc2ccccc2)N1C1CCCCC1 (stereo not drawn)	-4%	0%	-17%	-15%	1%	2%	0%	-1%
COc1ccc(NC(=O)C(NC(=O)/C=C\c2ccc3c(c2)OCO3)c2ccccc2)cc1 (stereo not drawn)	/	20%[76.3 µM]	/	/	?	/	?	2%
Nc1c(-c2ccccc2)nc(Cl)nc1-c1ccccc1	?	8%	-6%	?	1%	12%	-8%	-9%
CCCCNc1nc2sc3c(c2c(=O)n1-c1cccc(Cl)c1)CCN(C)C3	/	3%	15%[10 µM]	-6%	-4%	-7%	-16%	-15%
COc1ccc(CCNC(=O)c2ccc(NS(=O)(=O)c3c(C)noc3C)cc2)cc1OC	15%	7%	-21%	-1%	-1%	-3%	-9%	-7%
O=[N+]([O-])c1ccc(Sc2cccc[n+]2[O-])c2nonc12	4%	17%	-98%[inhibitor][10 µM]	-8%	?	2%	13µM*[quencher]	5µM*
O=C(Cn1c(N2CCN(c3ccccc3)CC2)nc2ccccc21)c1ccccc1	-7%	-6%	26%[10 µM]	-3%	5%	-1%	-5%	-14%
O=C1CCCN1CN(C(=O)c1ccccc1)c1ccccc1	12%	-21%	4%[10 µM]	2%	6%	2%	1%	-4%
O=C(O)Cn1c(=S)sc2ccccc21	?	-2%	-3%[10 µM]	-6%	-3%	1%	2%	-2%
O=C(NN1CCOCC1)c1cccc(COc2cccc(Br)c2)c1	0%	-1%	10%[10 µM]	-10%	6%	-4%	1%	1%
Cc1cc(N=Nc2ccccc2)c(NCC(O)C(O)C(O)CO)cc1C (stereo not drawn)	-10%	-5%	-40%[inhibitor]	2%	16%	-1%	?	14µM*
CN(c1ccccc1)C(CNS(=O)(=O)c1ccccc1)c1ccccc1 (stereo not drawn)	/	1%[76.3 µM]	/	/	12%	/	?	-1%
O=C(c1ccc(Cl)cc1)C1CCCN(C(=O)/C=C/c2ccccn2)C1 (stereo not drawn)	-10%	1%	-1%[10 µM]	3%	5%	-6%	-1%	3%
COCCOC(=O)C1=C(C)NC(=S)NC1/C=C/c1ccccc1 (stereo not drawn)	1%	-13%	10%[10 µM]	-1%	11%	-10%	-3%	-2%
CC1CCN(C(=O)C2CCN(C(=O)c3cc4sccc4n3Cc3ccc(F)cc3)CC2)CC1	-14%	-12%	-18%	3%	6%	-1%	-6%	?
c1cn2cc(-c3ccc4c(c3)OCO4)nc2s1	-1%	-7%	-79%[inhibitor]	-4%	-6%	-8%	-13%	?
CCC(=O)N1CCc2cc(Br)cc(S(=O)(=O)NCCc3ccccc3Cl)c21	/	12%[76.3 µM]	/	/	-2%	/	?	-13%
Cc1ccc([N+](=O)[O-])cc1S(=O)(=O)Nc1ccc(N2CCOCC2)cc1	-6%	10%	/	-3%	9%	-13%	-9%	4%
O=C(NC(=S)Nc1cccc(Cl)c1N1CCCCC1)c1cccs1	?	-8%	31%	9%	?	-3%	-24%	-3%
CC1Cc2nc(SCC(=O)N3CCOCC3)n(-c3ccccc3)c(=O)c2S1 (stereo not drawn)	-2%	0%	9%	0%	5%	4%	8%	4%
Cn1c(NNC(=O)C(c2ccccc2)c2ccccc2)cc(=O)n(C)c1=O	1%	?	-12%	9%	-4%	-5%	-8%	-1%
CC(C)[C@H](NC(=O)c1ccco1)C(=O)OCC(=O)Nc1ccc(F)cc1	1%	2%	-34%	4%	-4%	5%	0%	-1%
CC(C)CCn1c(N2CCOCC2)nc2c1c(=O)n(CC(N)=O)c(=O)n2C	11%	5%	-5%	-1%	-4%	-3%	7%	6%
COc1ccc(S(=O)(=O)N2CCCC2C(=O)Nc2nccs2)cc1 (stereo not drawn)	-3%	1%	13%[0.074 µM]	1%	2%	-4%	3%	9%
CNc1nc(-c2ccccc2)nnc1C(F)(F)F	3%	1%	15%[10 µM]	18%	7%	-3%	6%	-2%

Ordered by the number under GAA spleen mod (high to low): 4 of the compounds above
| structure | GAA spleen mod |
| --- | --- |
| O=C1CC(N2CCSCC2)C(=O)N1c1cccc(Cl)c1 (stereo not drawn) | -1% |
| CC(C)CCn1c(N2CCOCC2)nc2c1c(=O)n(CC(N)=O)c(=O)n2C | -3% |
| O=C(Cn1nc(Cc2cccnc2)c2ccccc2c1=O)NCCCN1CCCC1=O | -5% |
| Cc1ccc([N+](=O)[O-])cc1S(=O)(=O)Nc1ccc(N2CCOCC2)cc1 | -13% |
